AHR activator: human AHR activation | P35869 | AHR-responsive luciferase reporter cells, luminescence | activation, % at 5 µM | 320,000 tested, 2.5% active; in the data active = activation above about 47%;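 also: 0% = vehicle wells and 100% = reference agonist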
Target sequence (P35869 whole entry, looked up): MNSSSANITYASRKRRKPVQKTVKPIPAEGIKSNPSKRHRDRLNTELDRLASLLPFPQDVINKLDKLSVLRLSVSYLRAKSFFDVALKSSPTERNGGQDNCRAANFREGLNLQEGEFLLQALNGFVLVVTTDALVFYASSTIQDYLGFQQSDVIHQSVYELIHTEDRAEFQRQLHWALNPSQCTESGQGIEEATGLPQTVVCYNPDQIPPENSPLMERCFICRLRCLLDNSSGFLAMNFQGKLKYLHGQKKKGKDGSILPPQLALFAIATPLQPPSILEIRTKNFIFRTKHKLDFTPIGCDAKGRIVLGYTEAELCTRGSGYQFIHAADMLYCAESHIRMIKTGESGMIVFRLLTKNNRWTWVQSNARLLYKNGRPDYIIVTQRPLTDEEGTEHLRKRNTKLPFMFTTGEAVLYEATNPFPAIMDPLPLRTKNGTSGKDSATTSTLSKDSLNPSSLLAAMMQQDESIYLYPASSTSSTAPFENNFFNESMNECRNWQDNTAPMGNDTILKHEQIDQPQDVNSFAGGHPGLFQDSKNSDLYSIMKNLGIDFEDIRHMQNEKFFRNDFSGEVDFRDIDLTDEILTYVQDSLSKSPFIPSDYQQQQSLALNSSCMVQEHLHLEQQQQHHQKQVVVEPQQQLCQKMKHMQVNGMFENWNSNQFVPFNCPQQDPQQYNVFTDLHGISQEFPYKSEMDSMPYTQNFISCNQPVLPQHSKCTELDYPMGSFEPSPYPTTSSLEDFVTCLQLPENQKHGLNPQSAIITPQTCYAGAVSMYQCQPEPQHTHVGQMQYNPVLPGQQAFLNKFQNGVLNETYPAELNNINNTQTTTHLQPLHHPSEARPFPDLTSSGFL
procasp3 activ: procaspase-3 (human) activation; P42574; AID 463141; recombinant procaspase-3 D3A, Ac-DEVD-pNA absorbance 405 nm; 330,000 tested, 0.11% active; activation, % at 8.5 µM;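 active = activation above the mean of all tested compounds plus 3 SD, cut at about 21% in these data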;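 also: 0% = DMSO alone and 100% = DMSO wells spiked with extra 5 µM PC-3 D3A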
Target sequence (P42574 whole entry D9A/D28A/D175A): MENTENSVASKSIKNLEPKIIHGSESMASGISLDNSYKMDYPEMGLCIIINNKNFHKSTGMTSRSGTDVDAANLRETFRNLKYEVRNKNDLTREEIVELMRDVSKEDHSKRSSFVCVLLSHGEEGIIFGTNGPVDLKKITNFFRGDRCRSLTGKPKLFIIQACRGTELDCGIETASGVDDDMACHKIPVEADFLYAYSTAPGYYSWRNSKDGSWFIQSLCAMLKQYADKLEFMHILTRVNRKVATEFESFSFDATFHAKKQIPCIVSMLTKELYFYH
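material = Procaspase-3 D3A mutant | probe or stimulus = Ac-DEVD-pNA | compound = single dose, 8.5 µM nominal compound, 0.8% DMSO | timing = 1 h preincubation, 2 h reaction | measured by = 405 nm absorbance of p-nitroaniline, reads at 0 and 120 min | benchmarks = DMSO-only low control, 5 µM PC-3 D3A high control | repeats = singlicate, each compound tested once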
procasp7 counter: counter-screen: procaspase-7 (human) activation; P55210; recombinant procaspase-7, Ac-DEVD-pNA absorbance 405 nm; D23A/D198A/D206A triple mutant, cannot self-cleave; scale: DMSO 0, 5 µM enzyme 100; 330,000 tested, 0.093% active; AID 463210; activation, % at 8.5 µM;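 active = percent activation above the screen-wide mean plus 3 SD, cut at about 25% in these data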
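Replicates: singlicate. Assay system: Procaspase-7 triple mutant (PC-7 D3A). Signal: 405 nm absorbance of p-nitroaniline. Times: 1 h preincubation, 2 h reaction. Buffer or medium: Zinc-free HEPES pH 7.4 with 300 mM NaCl, 0.01% Triton X-100. Also added: DEVD-pNA substrate. Benchmarks: DMSO wells as 0%, DMSO with 5 µM added PC-7 as 100%.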
MEP2 TOR yeast: alters MEP2-GFP fluorescence in TOR pathway yeast screen; S. cerevisiae MEP2-GFP strain, flow cytometry GFP, 3 h; 100% = DMSO control level; 330,000 tested, 0.51% active; GFP response vs DMSO, % at 10 µM;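 active = GFP response versus DMSO above a set limit, roughly screen mean plus 3 SD, cut at about 180% in these data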;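 also: median GFP fluorescence of the barcode-gated MEP2-GFP cells per well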
Yeast superoxide: caloric restriction mimetics inhibiting age-related superoxide in yeast; S. cerevisiae aged cells, superoxide DHE fluorescence; hits give low values; superoxide response (% of plate mean), % at 10 µM; 330,000 tested, 0.18% active;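 active = superoxide response under a set limit, about three screen SD below normal, cut at about 65% in these data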;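 also: yeast aged for seven days with compound at 30 °C before DHE staining; 100% = average MFI of all compound-treated wells on the plate with controls excluded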
JMJD2C inh: blocks human GASC-1 demethylase activity; Q9H3R0; GST-JMJD2C(1-420) H3K9me3 demethylation, DELFIA europium; inhibition, % at 2.35 µM; 330,000 tested, 0.069% active; AID 2099;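 active = more than half of a compound's replicate wells show inhibition beyond 50%, single wells judged on their own value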;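 also: signal counts dimethyl H3K9 product captured on neutravidin plate; 0% = median of DMSO wells and 100% = 0.3 times that DMSO median; strong numbers were not always called active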
LAP4 TOR yeast: modulators of TOR pathway LAP4-GFP in S. cerevisiae; S. cerevisiae LAP4-GFP multiplex, flow cytometry GFP, 3 h; median GFP as percent of DMSO wells; GFP response vs DMSO, % at 10 µM; 320,000 tested, 0.34% active; AID 2023;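 active = GFP response vs DMSO above a set limit, about the screen mean plus 3 SD, cut at about 150% in these data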
RPL19A-GFP yeast: alters RPL19A-GFP fluorescence in TOR pathway yeast screen; 330,000 tested, 0.3% active; S. cerevisiae RPL19A-GFP strain, flow cytometry, 3 h; hits give low values; percent response vs DMSO, % at 10 µM;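 active = percent response vs DMSO below 50%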;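 also: median channel GFP fluorescence of the barcoded RPL19A-GFP strain; ratio of sample median GFP to plate DMSO average so 100% = DMSO; lower means less RPL19A-GFP as with rapamycin TOR inhibition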
The depositor's hits bear a star; i = inactive; x = not tested or not shown; & = joins results of further samples; [ ] = dose if it differs, or a comment. Random draw from the library, and some 3.8% of all compounds hit somewhere here.

SMILES	AHR activator	procasp3 activ	procasp7 counter	MEP2 TOR yeast	Yeast superoxide	JMJD2C inh	LAP4 TOR yeast	RPL19A-GFP yeast
Cc1ccccc1OCC(=O)NN1C(=O)C2C3C=CC(O3)C2C1=O (stereo not given)	-2	-7	-17	99	107	-17	95	92
Oc1ccc(/C=N/n2cnn(Cc3ccccc3Cl)c2=S)c(O)c1	3	-10	-9	104	97	-2	108	93
O=C(N/N=C/c1ccco1)c1cccc(S(=O)(=O)Nc2ccccc2Cl)c1	5	-2	10	78	108	5	88	99
CCCCNC(=O)C1CCN(C/C(C)=C/c2ccccc2)CC1	1	3	4	98	92	-2	115	99
COc1ccc(OC)c(NC(=O)CSc2nnc(NC(=O)c3ccco3)s2)c1	1	-4	-2	104	100	-37	103	105
O=C(NCCc1c[nH]c2ccccc12)C1Cc2ccccc2CN1C(=O)c1ccco1 (stereo not given)	7	5	-1	99	92	-9	99	98
Cn1c(Cc2ccccc2)nnc1SCC(=O)Nc1ccccc1N1CCOCC1	4	2	6	100	94	9	96	98
O=C(COc1ccc(Cl)cc1)N1CCN(S(=O)(=O)c2ccccc2)CC1	11	-6	-2	96	107	7	101	97
O=C(CCC(=O)N(CC(=O)NC1CCCC1)Cc1cccs1)Nc1nccs1	1	2	-1	94	100	-4	97	95
COC(CNC(=O)c1ccc(N2CCCC2=O)cc1)OC	4	3	1	106	101	-5	99	99
NC(N)=NC(N)=Nc1cccc(Cl)c1	2	13	0	102	97	7	129	99
O=C(CCC1CCCN(C2C3CC4CC(C3)CC2C4)C1)NCc1ccc(F)c(F)c1 (stereo not given)	2	5	0	102	101	10	97	95
COc1ccc(O)c(-c2[nH]ncc2C(=O)c2ccccc2C)c1	4	4	11	101	102	4	94	94
O=C(CSc1nnnn1-c1ccc(Cl)cc1)N1CCc2ccccc2C1	3	10	9	95	107	31	118	97
Cc1ccc(O)c([C@H](CCN(C(C)C)C(C)C)c2ccccc2)c1	-3&-2	3&8	-9&-1	97&94	105&101	-36&-2	105&102	104&100
Cc1cccc(CC(=O)c2c[nH]c3ccccc23)c1	0	-5	2	90	81	-1	x	104
CCOc1ccc(S(=O)(=O)NCCCN2CCOCC2)cc1	7	5	9	107	76	1	95	100
Cc1ccc(C)c(NC(=S)N2CCN(c3cccc(C(F)(F)F)c3)CC2)c1	-2	2	4	116	138	26	107	100
Cc1ccc(NC(=O)c2sc3nc(C)nc(N4CCN(c5ccccn5)CC4)c3c2C)c(C)c1	-3	2	-2	91	99	-14	117	94
O=C(O)C1NCCc2ccccc21 (stereo not given)	-1	8	4	95	90	7	97	97
CN(C)c1ccc(SC#N)cc1	0	-3	1	96	107	14	101	100
COc1ccccc1CNC(=O)Cc1ccc(Br)cc1	10	10	4	100	87	-3	104	101
COc1ccc(-c2cc(C#N)nc(N3CCN(C)CC3)n2)cc1	73*	1	5	99	89	-9	91	98
CN(CC(=O)NCCCN1CCOCC1)S(=O)(=O)c1ccc(Br)cc1	-1	-2	4	103	86	-2	94	90
CCOc1ccc(NC(=O)c2c(N)n(C)c(=O)[nH]c2=O)cc1	4	2	20	x	x	-11	x	x
O=C(O)/C(=C\c1ccccc1OC(F)F)c1ccc(-c2ccccc2)cc1	24	9	-5	115	108	-9	99	111
O=C(COC(=O)c1oc2ccccc2c1CSc1ccc(Cl)cc1)NC1CCCC1	4	-10	-5	106	100	-3	100	113
CCCCNC(=S)N1CCN(c2nc3ccccc3s2)CC1	-7	0	2	102	87	1	96	96
Cc1c(Cl)cccc1N1CC(C(=O)Nc2nccs2)CC1=O (stereo not given)	-4	1	-4	96	117	9	84	90
O=C1c2ccccc2-c2nc3ccccc3cc21	29	-6	8	103	115	8	85	100
Cc1cc(-c2nn(-c3ccccc3)cc2/C=C2\SC(N)=NC2=O)ccc1OC(C)C	7	-3	0	101	84	20	100	100
COc1ccc(-c2nc(CSCC(=O)NCCC3=CCCCC3)c(C)o2)cc1OC	12	4	4	100	104	2	102	100
COc1cccc(C(C(=O)NC(C)(C)C)N(C(=O)CCC(=O)Nc2cc(C)on2)c2ccc3c(c2)OCCO3)c1OC (stereo not given)	0	7	-7	91	104	16	97	98
CC(=O)N1c2ccc(S(=O)(=O)N3CCC(C(=O)NC4CCCCC4C)CC3)cc2CC1C (stereo not given)	2	-4	1	109	103	1	109	108
COc1ccc(C(c2sc3nc(C)nn3c2O)N2CCN(CCO)CC2)cc1OC (stereo not given)	-1	0	7	94	84	18	97	97
O=C(CCC(=O)c1ccc(Cl)cc1)OCc1nc2ccsc2c(=O)[nH]1	0	11	-7	95	101	-9	104	94
O=C(COc1cccc(NC(=O)c2cccc([N+](=O)[O-])c2)c1)c1ccc(F)cc1	2	-4	-4	108	87	7	108	95
COc1cc(/C=N/N2C(=O)C3C4C=CC(CC4)C3C2=O)ccc1O (stereo not given)	2	3	0	112	97	-10	91	110
COc1ccccc1NC(=O)c1ccc(NC(=O)CN2CCCC2)cc1	53*	-4	-2	97	81	-31	109	101
Cc1[nH]c(=O)c(C#N)c2c1CSC(C)(C)C2	1	5	19	106	97	7	101	100
CCC(=O)Nc1ccc(S(=O)(=O)N2CCc3ccccc32)cc1	1	2	-3	99	93	-9	89	99
Cc1cccc(NC(=O)COc2ccccc2)c1	-1	9	3	99	85	17	98	98
CC(=O)N1C(=O)N(C)C2C1N(C)C(=O)N2C(C)=O (stereo not given)	0	-6	5	107	102	-12	102	101
COc1ccc(-c2csc(/C(C#N)=C/Nc3cc4oc5ccccc5c4cc3OC)n2)cc1	9	6	-1	104	93	-3	97	98
CCN(CC)/C(=N/O)NC(=O)NS(=O)(=O)c1ccc(C)cc1	1	-1	-4	100	99	6	107	101
CC(C)CCC(CC(C)O)c1n[nH]c(=S)n1-c1ccccc1 (stereo not given)	0	-4	2	95	99	-5	95	97
COc1ccc(-n2c(COc3cccc(C)c3)nnc2SCC(=O)O)cc1	0	-2	-8	112	102	1	95	107
COc1cc(OC)c(NC(=O)CN(C)S(=O)(=O)c2ccc3[nH]c(=O)oc3c2)cc1Cl	2	0	-3	100	97	2	106	98
CNC(=O)NC(=S)NC(=O)c1ccc(OC)cc1	2	-5	-1	90	88	-3	88	96
CCOc1ccc2[nH]cc(C(=O)NCCCN3CCOCC3)c(=O)c2c1	10	-4	-2	91	109	0	100	101
COC(=O)c1ccc(NC(=O)c2ccccc2N(C)S(=O)(=O)c2ccccc2)cc1	-2	-10	15	92	95	-8	91	93
CCn1c2ccccc2n2c(=O)c(=O)n(CC(=O)Nc3ccc(C(C)C)cc3)nc12	1	-1	-1	101	80	-8	93	101
O=C(CSc1nnc(-c2ccncc2)n1Cc1ccco1)Nc1ccccc1F	-1	1	6	98	91	2	103	97
CCn1c(SCC(=O)N2CCCCC2)nc2c1c(=O)n(C)c(=O)n2C	1	7	2	393*[may fluoresce violet]	102	-6	90[may fluoresce violet]	62[may fluoresce violet]
CCC(=NCCc1ccccc1)C1=C(O)CCC1=O	4	-5	-6	116	99	13	115	108
O=C(Nc1ccc([N+](=O)[O-])cc1)N1CCN(C(=O)C2CCCO2)CC1 (stereo not given)	1	-3	6	89	99	-4	80	94
CCC(=O)Nc1ncc2c(n1)CC(c1ccco1)CC2=O (stereo not given)	4	0	0	95	92	-2	97	98
O=C(CN(Cc1ccccc1)S(=O)(=O)c1ccccc1)N/N=C/c1ccccc1C(=O)O	0	5	7	94	91	-1	97	99
O=C(COC(=O)c1ccncc1)Nc1cccc(Cl)c1	1	-1	-5	104	84	7	104	103
COc1ccc(CNC(=O)CC(NC(N)=O)c2ccccc2Cl)cc1OC (stereo not given)	1	-3	4	90	101	-11	91	104

The listing continues:
SMILES	AHR activator	procasp3 activ	procasp7 counter	MEP2 TOR yeast	Yeast superoxide	JMJD2C inh	LAP4 TOR yeast	RPL19A-GFP yeast
Cc1ccc(N(Cc2ccccc2)C(=O)c2cccc(S(=O)(=O)N3CC(C)OC(C)C3)c2)cc1 (stereo not given)	1	4	-1	99	93	-6	95	94
O=[N+]([O-])c1ccc(-c2cnc[nH]2)cc1	10	-3	-3	107	106	2	117	107
O=C(NNS(=O)(=O)c1ccc(F)cc1)C1CCN(Cc2cccc(F)c2)CC1	0	0	-2	87	100	-3	80	85
O=C(/C=C/c1ccc(F)cc1)N1CCN(Cc2ccccc2)CC1	0	16	2	104	109	-3	121	97
Cc1cc(S(=O)(=O)N2CCC(NC(=O)C34CC5CC(CC(C5)C3)C4)CC2)ccc1-n1cnnn1	0	1	18	98	115	-5	99	97
Cc1cc(N2CCCCC2)nc2ccccc12	3	3	0	103	101	-5	105	103
CCc1cc(C(=O)c2ccc(C)cc2)c(NC(=O)CCl)s1	-1	2	2	113	93	3	128	92
CCOC(=O)C1=C(O)/C(=C\c2cccs2)N=C1C	2	-6	3	100	83	-6	90	101
COc1ccc(NC2=NCCC2)cc1	1	7	15	105	105	-9	103	104
O=C(CCNc1cccc(C(F)(F)F)c1)c1ccco1	12	-8	-4	102	83	7	106	101
O=C(NC1CCCCC1)C(c1ccccc1)N(Cc1ccc2c(c1)OCO2)C(=O)c1cnsn1 (stereo not given)	1	-1	-2	102	95	6	99	103
O=C(CSc1nnc(NC(=O)c2ccco2)s1)Nc1ccccc1F	2	1	9	95	107	-21	110	96

Part of the list above, with two lines to a compound:
Sequence of screens – AHR activator	procasp3 activ	procasp7 counter	MEP2 TOR yeast	Yeast superoxide	JMJD2C inh	LAP4 TOR yeast	RPL19A-GFP yeast
O=[N+]([O-])c1ccc(-c2cnc[nH]2)cc1
  10	-3	-3	107	106	2	117	107
O=C(NNS(=O)(=O)c1ccc(F)cc1)C1CCN(Cc2cccc(F)c2)CC1
  0	0	-2	87	100	-3	80	85
O=C(/C=C/c1ccc(F)cc1)N1CCN(Cc2ccccc2)CC1
  0	16	2	104	109	-3	121	97
Cc1cc(S(=O)(=O)N2CCC(NC(=O)C34CC5CC(CC(C5)C3)C4)CC2)ccc1-n1cnnn1
  0	1	18	98	115	-5	99	97
Cc1cc(N2CCCCC2)nc2ccccc12
  3	3	0	103	101	-5	105	103

Remaining list, next part.
SMILES	AHR activator	procasp3 activ	procasp7 counter	MEP2 TOR yeast	Yeast superoxide	JMJD2C inh	LAP4 TOR yeast	RPL19A-GFP yeast
COc1ccc(C(=O)NC2(C(F)(F)F)N=C3SCCN3C2=O)cc1 (stereo not given)	-4	-6	9	96	92	9	105	100
CC(C)CNC(=O)c1ccccc1NC(=O)c1ccc(CN2CCOCC2)cc1	3	9	5	105	103	-11	99	101
c1ccc(NCc2ccncc2)cc1	2	2	2	119	104	0	110	103
NCC12CC3CC(C1)CC(CN)(C3)C2	-4	6	-6	99	92	4	92	101
Cc1nc2c(C)cccc2c(SC(=N)N)c1CC=C(Cl)Cl	7	0	5	95	i	-2	117	101
COC(=O)[C@]1(C)CCC[C@@]2(C)C3CC[C@@]4(C)C[C@]3(CCC21)CC(=O)N4C (stereo not given in full)	-2	-8	-4	91	155	0	98	101
COCCC(=O)N1CCC(Oc2ccc(C(=O)N3C[C@H]4CC[C@H]3C4)cc2)CC1	0	-3	-3	91	94	9	92	93
CCC(=O)N1CCc2cc(S(=O)(=O)CCC(=O)NCc3ccc4c(c3)OCO4)ccc21	6	6	-2	102	100	x	98	102

High-throughput results as filed in PubChem BioAssay.
